SRC3 inh: human NCOA3 inhibition | inhibition, % at 3.6 µM | 360,000 compounds, 0.17% hits | AID 588352 | HEK293 GAL4-SRC3 luciferase reporter, luminescence | Q9Y6Q9;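 active = inhibition above a per-campaign cutoff, the mean of all compounds plus 3 SD, cut at about 60% in these data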;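 note: 0% = DMSO-treated cells and 100% = gossypol-treated cells at 36 µM; higher means less SRC3-driven luciferase light from the GAL4 reporter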
COUP-TFII inh: inhibitors of human COUP-TFII (NR2F2); HEK293T NGFI-A luciferase reporter, luminescence; P24468; AID 686940; 370,000 compounds, 0.7% hits; inhibition, % at 8.6 µM;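 active = inhibition above a per-plate cutoff, mean inhibition of test wells between control levels plus 3 SD, cut at about 38% in these data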;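 note: cells cotransfected with COUP-TFII expression vector driving the NGFI-A reporter; 0% = median of COUP-TF2 test wells and 100% = reporter-only cells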
LMP1 NFkB inh: inhibitors of Epstein-Barr LMP1-induced NF-kappaB reporter. LMP1-induced NF-kappaB luciferase reporter cells, luminescence. inhibition, % at 12.5 µM. 350,000 compounds, 0.69% hits. AID 504558; in the data active = inhibition above about 41%;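 note: 0% = neutral control wells and 100% = reference inhibitor control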
Shn3 inh set2: reduces Shn3 3'UTR luciferase signal in osteoblasts; 360,000 compounds, 0.52% hits; Clone20 osteoblast Shn3 3'UTR firefly luciferase, 24 h; inhibition, % at 12.5 µM;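 active = mean inhibition of at least 75% with every replicate also reaching 75%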;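 note: 0% = median of neutral control wells and 100% = pilot-screen positive control compound; some compounds past the cut are filed as inactive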
CF NFkB inh: cystic fibrosis NF-kB activation inhibition. 360,000 compounds, 0.86% hits. AID 588850. KKLEB NF-kB-GFP reporter, PAF-induced, GFP fluorescence overnight. inhibition, % at 5 µM;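 active = at least 50% inhibition at 5 µM, scaled per plate between neutral and stimulator controls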;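 note: PAF is a Pseudomonas aeruginosa culture filtrate used as stimulus; plate controls were PAF-stimulated DMSO wells for no effect and unstimulated DMSO wells for full effect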
NCOA1 inh: inhibitors of human steroid receptor coactivator 1 (SRC1); HEK293 GAL4-SRC1 luciferase reporter, luminescence; 360,000 compounds, 0.12% hits; Q15788; inhibition, % at 3.6 µM; AID 588354;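 active = inhibition above the campaign mean plus 3 SD, with each screening campaign given its own cutoff, cut at about 60% in these data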;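 note: 0% = DMSO treated cells and 100% = gossypol at 36 µM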
Target sequence (Q15788 whole entry, looked up, the tested form may be a part): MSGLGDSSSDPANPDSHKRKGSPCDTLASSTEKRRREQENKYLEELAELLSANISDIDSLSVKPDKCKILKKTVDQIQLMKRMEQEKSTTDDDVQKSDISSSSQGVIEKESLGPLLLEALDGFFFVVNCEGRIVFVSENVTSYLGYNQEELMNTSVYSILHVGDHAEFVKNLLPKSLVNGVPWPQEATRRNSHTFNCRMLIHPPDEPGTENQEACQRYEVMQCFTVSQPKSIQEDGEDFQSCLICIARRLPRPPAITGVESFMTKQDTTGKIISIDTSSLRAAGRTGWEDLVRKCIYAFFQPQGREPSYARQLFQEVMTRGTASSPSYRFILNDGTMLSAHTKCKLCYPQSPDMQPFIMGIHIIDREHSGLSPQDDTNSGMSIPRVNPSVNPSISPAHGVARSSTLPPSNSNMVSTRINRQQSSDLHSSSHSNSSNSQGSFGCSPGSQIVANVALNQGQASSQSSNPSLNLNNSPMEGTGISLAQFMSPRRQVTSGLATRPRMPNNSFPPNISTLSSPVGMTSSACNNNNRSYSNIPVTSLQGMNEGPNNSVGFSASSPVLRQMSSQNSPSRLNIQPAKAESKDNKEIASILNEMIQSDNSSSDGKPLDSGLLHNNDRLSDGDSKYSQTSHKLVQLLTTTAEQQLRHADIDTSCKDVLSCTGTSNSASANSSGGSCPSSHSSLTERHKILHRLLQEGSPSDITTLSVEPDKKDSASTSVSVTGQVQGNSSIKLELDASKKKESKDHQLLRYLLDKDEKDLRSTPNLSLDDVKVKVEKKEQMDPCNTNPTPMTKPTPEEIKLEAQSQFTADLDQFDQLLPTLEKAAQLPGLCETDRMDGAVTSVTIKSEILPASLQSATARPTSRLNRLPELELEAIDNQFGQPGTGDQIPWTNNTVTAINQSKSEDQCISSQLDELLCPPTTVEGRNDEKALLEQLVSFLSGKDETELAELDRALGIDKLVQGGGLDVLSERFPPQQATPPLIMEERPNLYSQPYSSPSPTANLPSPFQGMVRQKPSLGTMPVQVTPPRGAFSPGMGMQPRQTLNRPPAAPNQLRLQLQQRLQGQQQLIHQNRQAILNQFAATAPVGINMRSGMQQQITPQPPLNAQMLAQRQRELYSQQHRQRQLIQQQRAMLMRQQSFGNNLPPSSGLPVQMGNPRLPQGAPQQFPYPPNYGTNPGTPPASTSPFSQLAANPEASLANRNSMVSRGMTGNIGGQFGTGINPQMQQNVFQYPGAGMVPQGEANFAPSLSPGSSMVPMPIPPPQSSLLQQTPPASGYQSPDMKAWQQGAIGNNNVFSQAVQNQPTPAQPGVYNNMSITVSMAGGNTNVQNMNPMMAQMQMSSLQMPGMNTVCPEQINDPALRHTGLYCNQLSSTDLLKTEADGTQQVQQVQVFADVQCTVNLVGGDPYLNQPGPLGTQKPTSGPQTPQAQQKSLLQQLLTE
KKLEB tox: CF airway cell cytotoxicity counter-screen; activity change (cytotoxicity), % at 5 µM; 360,000 compounds, 0.36% hits; KKLEB CF airway cells viability, ATPlite luminescence, overnight; active compounds read low; cells stimulated with P. aeruginosa culture filtrate;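 active = corrected activity change at or below -50% at 5 µM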
TROY signal inh: TROY signaling inhibition; Q293 LMP1-TROYcd NF-kB luciferase reporter, 4 h; inhibition, % at 10 µM; 360,000 compounds, 0.98% hits; AID 1347056;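 active = compounds whose plate-normalised and pattern-corrected inhibition of the luciferase reporter signal at the single screening dose is 50% or more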
C8 TRAIL sens: sensitizes caspase-8 expressing cells to TRAIL; inhibition (viability loss, TRAIL sensitization), % at 10 µM; 360,000 compounds, 1% hits; NB7+C8 cells + TRAIL, ATPlite viability luminescence;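 active = compounds causing at least 50% loss of cell viability in the single-dose screen, relative to plate controls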
LRH-1 inv ag: suppresses constitutive activity of human LRH-1; O00482; 360,000 compounds, 0.13% hits; inhibition, % at 3.6 µM; HEK293T StAR-luciferase reporter, LRH-1 transfected, 24 h;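 active = inhibition above the mean inhibition of all tested compounds plus 3 SD, cut at about 73% in these data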;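 note: 0% = DMSO wells and 100% = reporter-only cells lacking LRH-1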
TWEAK-Fn14 inh: TWEAK-Fn14 signaling inhibition | 360,000 compounds, 2% hits | AID 1159606 | TWEAK-stimulated Fn14 reporter cells, luciferase luminescence, 8 h | inhibition, % at 10 µM; in the data active = inhibition above about 50%
* = called active by the depositor; . = not tested or not shown. An excerpt, so the mix of outcomes need not match the whole.

SMILES	SRC3 inh	COUP-TFII inh	LMP1 NFkB inh	Shn3 inh set2	CF NFkB inh	NCOA1 inh	KKLEB tox	TROY signal inh	C8 TRAIL sens	LRH-1 inv ag	TWEAK-Fn14 inh
O=C(CN(c1cccc(C(F)(F)F)c1)S(=O)(=O)c1ccc(Cl)c([N+](=O)[O-])c1)NCc1ccccc1Cl	5	6	-12	30	-10	-10	-2	-9	2	4	21
CCOC(=O)C1CCN(CC(=O)c2c(C)n(C)c3ccc(OC)cc23)CC1	-1	-15	11	15	4	12	-1	-11	-3	-2	-13
O=C(CSc1nnc(Cc2ccccc2)n1Cc1ccco1)NC12CC3CC(CC(C3)C1)C2	6	6	-7	11	4	-6	1	3	7	17	6
Cc1ccc(CCNC(=O)CS(=O)Cc2nc(-c3ccccc3F)oc2C)cc1 (stereo not drawn)	-9	-10	-6	-24	9	-7	0	-29	10	4	31
Cc1cccn2cc(CCNC(=O)c3cccs3)nc12	-10	-5	6	-5	-8	-3	1	-34	-15	-15	-8
Cc1ccc(S(=O)(=O)N2C[C@@H]3[C@H]4CC[C@H](C4)[C@@H]3[C@@H](C)[C@@H]2c2ccn(Cc3ccccc3)c2)cc1	18	14	-6	24	12	-4	-5	-10	1	-9	8
CNC(=O)c1c(NC(=O)CCS(=O)(=O)c2ccc(Cl)cc2)sc2c1CCN(C(=O)OC)C2	19	-9	-11	3	2	-10	2	8	3	28	-1
CNC(=O)c1cc(C(=O)c2ccc(C(F)(F)F)cc2F)c[nH]1	7	-11	-2	0	-11	-10	13	-7	-3	5	-2
CN(C)c1nc(SCC#N)nc(N2CCOCC2)n1	5	4	3	24	8	-9	-7	0	2	-10	22
CCCCOc1ccc(C(=O)N/C(=C/C=C/c2ccccc2)C(=O)NC)cc1	15	-8	8	-1	5	12	-8	-19	32	7	-22
CCCNC(=O)NC(=O)CSc1nncs1	18	-14	-5	0	8	13	-6	3	-7	18	15
CCn1c(SCC(=O)Nc2sc3c(c2C#N)CCC(C(C)(C)C)C3)nnc1-c1ccco1 (stereo not drawn)	9	-3	-3	9	0	9	-10	-11	0	-4	-4
COc1ccc(OC)c(-n2c(=S)[nH]c3c(sc(=S)n3-c3ccccc3)c2=O)c1	11	-10	-3	8	-7	-15	-16	-4	2	-4	-5
Cc1c(C#N)c(=O)oc2ccc3ccccc3c12	0	3	7	8	-72	-1	4	-23	-13	1	-12
CCOc1ccccc1NC(=O)CCc1nnc2ccc(N3CCC4(CC3)OCCO4)nn12	-14	-16	-4	-5	-6	-18	-3	-17	-11	14	0
O=C(CC1SC2=NCCN2C1=O)Nc1ccc(Cl)cc1 (stereo not drawn)	1	-1	-12	8	0	1	8	20	4	6	-3
CCOC(=O)N1CCC2(O)CCCCC2C1c1ccc(F)cc1 (stereo not drawn)	3	-3	-1	.	-8	-2	5	-2	-7	-4	5
CC(=O)Nc1ccc(Nc2c([N+](=O)[O-])c(=O)n(-c3ccccc3)c3ccccc23)cc1	-3	-4	-11	7	-2	-10	-9	-20	0	1	-10
C#CCOC(=O)c1ccccc1C(=O)n1nnc2ccccc21	-4	16	-7	-26	39	-33	-28	36	26	10	55*
CCCN1CNC(=S)N(c2cccc(C)c2C)C1	3	-4	2	4	3	-17	2	-2	-3	0	-9
CN(C[C@H](Cc1ccccc1)N(CCN(CCc1ccccc1)N=O)N=O)N=O	22	13	-9	-7	-18	-1	4	-4	-3	16	4
COc1ccc(C(=O)Nc2c(N)nc(SCC(=O)N3CCC(C)CC3)[nH]c2=O)cc1OC	-1	-12	-7	-10	6	11	8	4	-1	-10	2
CCCOC(=O)c1cc2ccccc2oc1=O	-6	-3	-1	-32	-7	5	2	-28	-14	-18	-22
COC(=O)CCCC1=CC2=CC(=O)C(C)(OC(=O)c3cccs3)C(=O)C2=CN1CCCCO (stereo not drawn)	3	-15	-7	13	-29	-6	4	9	0	-4	4
Cc1ccc(NS(=O)(=O)c2ccc(OCC(=O)NCc3ccccn3)cc2)cc1	0	-10	2	4	-18	16	4	12	7	-6	-4

Next section; the last 3 above are carried over.
SMILES	SRC3 inh	COUP-TFII inh	LMP1 NFkB inh	Shn3 inh set2	CF NFkB inh	NCOA1 inh	KKLEB tox	TROY signal inh	C8 TRAIL sens	LRH-1 inv ag	TWEAK-Fn14 inh
CCCOC(=O)c1cc2ccccc2oc1=O	-6	-3	-1	-32	-7	5	2	-28	-14	-18	-22
COC(=O)CCCC1=CC2=CC(=O)C(C)(OC(=O)c3cccs3)C(=O)C2=CN1CCCCO (stereo not drawn)	3	-15	-7	13	-29	-6	4	9	0	-4	4
Cc1ccc(NS(=O)(=O)c2ccc(OCC(=O)NCc3ccccn3)cc2)cc1	0	-10	2	4	-18	16	4	12	7	-6	-4
COc1cc(CO)ccc1OCC(=O)N1CCc2ccccc21	-40	4	-3	-29	-12	-12	15	-33	12	16	-16
Cc1ccc(C(=O)CC2(O)C(=O)N(CCc3ccccc3)c3ccc(Br)cc32)o1 (stereo not drawn)	13	0	-1	3	3	-34	6	12	-7	-2	13
O=C(NCc1n[nH]c(=S)n1-c1ccc(F)cc1)c1ccco1	25	13	-2	-2	10	7	7	12	-1	11	10
CC(C)Oc1ccc(C(=O)NCC(=O)N2CCN(S(=O)(=O)/C=C/c3ccccc3)CC2)cc1	7	23	8	15	-6	-4	10	-5	-23	5	14
COc1ccc(C(C)=O)cc1CSc1nnc(-c2ccccc2O)n1-c1ccccc1	0	4	-2	28	-8	0	6	16	-8	-1	4
CCCCN(C(=O)Cc1cccs1)c1nnc(-c2cccnc2)s1	-43	-39	-23	-44	2	-45	-1	-54	3	-69	-22
NC(N)=Nc1nc2ccc([N+](=O)[O-])cc2[nH]1	-22	-14	-3	-10	-15	-1	0	-1	-9	1	9
NC(=O)NC(=O)COC(=O)c1ccc2c(c1)C(=O)N(Cc1ccccc1)C2=O	-17	-7	-3	3	-10	0	7	8	-2	-5	3
CN(C)c1ccc(C=NCCc2ccc(S(N)(=O)=O)cc2)cc1	-18	-12	-12	10	-12	-3	-7	-10	-6	11	0
CC(=O)c1cn(CC(=O)NCc2ccc3c(c2)OCO3)c2ccccc12	-18	19	11	73	15	-14	-5	3	8	7	15
CC1C(=O)N(Cc2cn(CC3CCCCC3)nn2)CCS(=O)(=O)N1Cc1ccc(-c2ccc(F)nc2)cc1 (stereo not drawn)	-13	-10	-3	3	-13	1	4	1	2	-12	13
CCn1c(COC(=O)CNC(=O)c2cc(OC)c(OC)c(OC)c2)nc2cc(S(=O)(=O)N(C)C)ccc21	-5	5	-7	-5	-4	2	7	-2	-11	10	0
Cc1[nH]n2c(=O)cc(C(C)(C)C)nc2c1-c1ccccc1	-8	12	27	30	20	13	-2	11	23	15	-65
COc1ccc(CCN(C)Cc2ccc(OC)c(OCc3ccccc3)c2)cc1OC	24	.	5	28	1	-17	6	10	-14	-10	-3
COc1ccc(NC(=O)CN2CCN(c3ccc(Cl)cc3)CC2)c(OC)c1	-4	2	-3	11	-10	-11	2	30	0	6	5
Cc1cccc(NC(=O)C2CCCN(S(=O)(=O)c3ccc(-n4cnnn4)cc3)C2)c1 (stereo not drawn)	9	3	6	-4	-6	7	-2	-2	-5	-2	0
COC(=O)CCC(=O)N1CCCC(N2CCN(c3ccc(OC)cc3)CC2)C1 (stereo not drawn)	3	-10	-1	-19	0	-12	8	-12	-22	2	16
Cc1ccccc1NC(=O)C1CC(=O)N(c2ccccc2F)C1 (stereo not drawn)	-14	4	1	7	12	-5	-5	0	-18	11	9
CC(=O)NC12CC3CC(C1)CC(C(=O)N1CCN(S(=O)(=O)c4ccc([N+](=O)[O-])cc4)CC1)(C3)C2	-2	-5	-7	-20	7	-1	5	1	-8	8	5
O=S(=O)(NC1CC(NS(=O)(=O)OCC(Cl)(Cl)Cl)C2CCCCC12)OCC(Cl)(Cl)Cl (stereo not drawn)	13	.	-9	15	32	1	-1	8	11	8	5
COc1cccc(COC(=O)Nc2ccccc2F)c1	-91	-16	-21	-12	3	-131	-16	-35	11	-116	-29
Cn1c(CC(O)c2nc3ccccc3n2C)nc2ccccc21 (stereo not drawn)	-23	-10	-8	-14	20	-8	-2	-5	-20	-9	-5
Cc1cc(C)n(CC(=O)NNC(=O)c2cncc(Br)c2)n1	-19	6	-5	-5	18	-5	-10	-13	0	-9	-13
Cc1ccccc1N=C1N=C(N)c2ccccc21	13	-29	-16	1	-2	-20	4	-4	-7	9	-5
O=C(NCC1CCN(Cc2cccc(Cl)c2)CC1)C1CCCN(c2ncnc3c2nc2n3CCCCC2)C1 (stereo not drawn)	-9	32	0	19	-2	-19	-9	7	18	2	-6
COc1ccccc1C(=O)NC(=O)Nc1cccc(Cl)c1	-138	-25	-34	-23	-1	-104	-2	-7	4	-100	-18
COc1nsnc1N1CCOCC1	16	-10	8	-13	10	19	-3	-2	5	5	-2

Record cards (already shown). Order of screens: SRC3 inh | COUP-TFII inh | LMP1 NFkB inh | Shn3 inh set2 | CF NFkB inh | NCOA1 inh | KKLEB tox | TROY signal inh | C8 TRAIL sens | LRH-1 inv ag | TWEAK-Fn14 inh
`CCCCN(C(=O)Cc1cccs1)c1nnc(-c2cccnc2)s1` is listed with -43 | -39 | -23 | -44 | 2 | -45 | -1 | -54 | 3 | -69 | -22
`COC(=O)CCC(=O)N1CCCC(N2CCN(c3ccc(OC)cc3)CC2)C1` (stereo not drawn) is listed with 3 | -10 | -1 | -19 | 0 | -12 | 8 | -12 | -22 | 2 | 16
`COc1ccc(C(C)=O)cc1CSc1nnc(-c2ccccc2O)n1-c1ccccc1` is listed with 0 | 4 | -2 | 28 | -8 | 0 | 6 | 16 | -8 | -1 | 4
`COc1ccccc1C(=O)NC(=O)Nc1cccc(Cl)c1` is listed with -138 | -25 | -34 | -23 | -1 | -104 | -2 | -7 | 4 | -100 | -18
